# p53null 39C tox: kills p53 null cells at the nonpermissive temperature. 0.97% of 55,000 active. Potency, µM (doses to about 46.1 µM), inactives show top-dose activity, negative = cell killing, actives largely listed as cytotoxic. AID 904. H1299 p53-null (neo) cells, 39C, ATPlite viability, 24 h;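 also: potency is read from the fitted curve at half-maximal effect; 0% = DMSO only and -100% = full killing by 100 µM tamoxifen; nearly all actives have a fitted effect of over 50% in size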
#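 H1299 lung cancer cells, p53-null (H1299-neo) or expressing p53 A138V (H1299-p53A138V), were plated overnight at 37C, then exposed to compounds at up to 46 uM for 24 hr at 39C. Viability was read by ATP-based luminescence.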
# p53null 32C tox: p53 null cell cytotoxicity, permissive temperature. H1299-neo p53 null cells, ATP luminescence, 24 h, 32C. Potency, µM (highest dose often 46.1 µM), without a hit: top-dose activity change, negative = cytotoxicity, actives largely listed as cytotoxic. 0.62% of 55,000 active;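 also: potency is read from the fitted curve at half-maximal effect; 0% = DMSO only and -100% = full killing by 100 µM tamoxifen; nearly all actives have a fitted effect of over 55% in size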
#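 AC50 values derive from Hill modelling of qHTS concentration-response data (up to 46 uM) in H1299-neo cells. Cells were treated 24 h at 32C following overnight attachment at 37C; viability was read as cellular ATP.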
# FH mod: Identification of activators of human fumarate hydratase by quantitative high-throughput screening; Fumarate hydratase, mitochondrial (Homo sapiens), P07954; FH coupled MDH/diaphorase resazurin fluorescence, 15 min; Potency, µM (highest dose often 79.9 µM), inactives show at the top dose activity change, negative = inhibition, actives largely listed as inhibitors; 0.22% of 54,000 active; AID 1347055, 2019; also: potency is read from the fitted curve at half-maximal effect; % is scaled to controls: 0 for no effect and ±100 for the full control effect; the screen sought activators but most active calls are inhibition curves; nearly all actives have a fitted effect of over 45% in size
# Target sequence (P07954 whole entry, looked up): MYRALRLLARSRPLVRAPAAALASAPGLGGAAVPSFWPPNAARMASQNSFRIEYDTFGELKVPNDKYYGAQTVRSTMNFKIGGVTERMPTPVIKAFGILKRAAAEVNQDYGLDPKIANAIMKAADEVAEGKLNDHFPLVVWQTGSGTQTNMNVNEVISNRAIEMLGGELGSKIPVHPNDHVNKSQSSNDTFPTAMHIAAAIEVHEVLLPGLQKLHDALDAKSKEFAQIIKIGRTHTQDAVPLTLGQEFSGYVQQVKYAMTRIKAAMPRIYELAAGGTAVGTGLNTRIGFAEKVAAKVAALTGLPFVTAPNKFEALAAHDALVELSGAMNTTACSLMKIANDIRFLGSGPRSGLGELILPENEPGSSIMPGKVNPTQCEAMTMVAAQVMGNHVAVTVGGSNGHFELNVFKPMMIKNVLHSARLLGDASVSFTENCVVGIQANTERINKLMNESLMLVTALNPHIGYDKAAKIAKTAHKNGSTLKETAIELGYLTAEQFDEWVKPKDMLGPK
# PTAP-TSG101 blk: TSG101-PTAP interaction inhibition, HIV-1 budding; Q99816; Fluorescence polarization, FITC-PTAP peptide/Tsg101, 20 min; Potency, µM (titrated, usually from 115 µM), without a hit: top-dose activity change, negative = inhibition, actives largely listed as inhibitors; 44,000 tested, under 10 active; also: potency is read from the fitted curve at half-maximal effect; 0% is about no effect
# Target sequence (Q99816 whole entry, looked up): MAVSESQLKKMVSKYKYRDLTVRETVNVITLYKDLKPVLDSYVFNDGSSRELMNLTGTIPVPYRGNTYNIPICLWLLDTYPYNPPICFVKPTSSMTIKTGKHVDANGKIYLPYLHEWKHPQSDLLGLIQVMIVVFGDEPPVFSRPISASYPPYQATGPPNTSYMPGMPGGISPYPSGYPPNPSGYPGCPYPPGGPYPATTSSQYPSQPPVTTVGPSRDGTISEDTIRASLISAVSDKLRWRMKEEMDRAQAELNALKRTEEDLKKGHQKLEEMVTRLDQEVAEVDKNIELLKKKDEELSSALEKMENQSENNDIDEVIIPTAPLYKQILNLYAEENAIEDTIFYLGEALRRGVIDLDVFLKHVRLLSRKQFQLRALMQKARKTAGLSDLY
#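 The Tsg101 binding domain, at 10 uM final, is mixed with compound and a FITC peptide bearing the PTAP motif (50 nM final). After 20 min at r.t., polarization is measured; actives defined by CRC class, efficacy cut-off 60% inhibition.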
# NTMT1 inhibitor: blocks human N-terminal methyltransferase 1 activity | Q9BV86 | NTMT1 MTase-Glo SAH luminescence, purified enzyme | Potency, µM (series often up to 114 µM), without a hit: at the top dose activity change, negative = inhibition, hits mostly inhibitors | 2.5% of 59,000 active | AID 1645870;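 also: potency is read from the fitted curve at half-maximal effect; plate controls were DMSO vehicle for no effect and no enzyme for full effect; nearly all actives have a fitted effect of over 65% in size; many of its hits are not listed in these tables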
# B2AR arrestin ag: ADRB2 beta-arrestin recruitment; Potency, µM (doses to about 46.1 µM), without a hit: at the top dose activation, most hits filed as activators; 44,000 tested, under 10 active; P07550; HTLA Tango cells, beta-arrestin recruitment, luciferase luminescence, 18 h;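 also: potency is read from the fitted curve at half-maximal effect; 0% = DMSO and full agonism = EC100 isoproterenol or metaproterenol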
#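 Ligand-induced beta-arrestin recruitment to recombinant beta2-AR is measured via a tTA-driven luciferase reporter in Tango cells after 18 hr compound exposure at 37 degrees C. Concentrations span up to 46 microM.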
# GALK inhibitor: GALK (human) enzyme inhibition | P51570 | Potency, µM (doses to about 57.5 µM), inactives show at the highest dose activity, negative = inhibition, hits mostly inhibitors | recombinant GALK, Kinase-Glo ATP luminescence, 1 h | 44,000 tested, under 10 active;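 also: plate controls were full GALK reaction for no effect and reaction lacking GALK for full effect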
#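 5 nM GALK; 35 uM ATP; 100 uM D-galactose; 20 mM HEPES pH 8.0, 5 mM MgCl2, 60 mM NaCl, 1 mM DTT, 0.01% BSA; 1 h RT; Kinase-Glo Plus luminescence.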
# * = called active by the depositor; ? = inconclusive; nt = no result given; [ ] = remark or other dose. Calls follow the shape of the dose curve; as a rule, active = well fitted curve in the direction sought with a large enough effect; inconclusive = small, poorly fitted or top-dose-only effect, or another doubt; inactive = no such curve, though single readings can be large; an effect the other way counts as inactive or inconclusive.
# Second line of a record: p53null 39C tox	p53null 32C tox	FH mod	PTAP-TSG101 blk	NTMT1 inhibitor	B2AR arrestin ag	GALK inhibitor
Cc1cccc(-c2nc(Cn3c(SCc4cc(C)ccc4C)nc4ccncc43)c(C)o2)c1
  -13.5%	-1.8%	-4.9%	0.8%	20.2%	-2.5%	5.1%
O=C(Cn1c(=O)c(CNc2ccccc2)cc2cc3c(cc21)OCCO3)Nc1ccccc1Cl
  30.3%[activator]	4.5%	-22.2%	-4.3%	?	1.8%	8.6%
Cc1cc(C)cc(NC(=O)Cn2cc(C(=O)C3CCCCC3)c3ccccc32)c1
  ?	-17.9%	-0.4%	1.5%	-1.7%	0.2%	5.6%
CCOC(=O)N1CCC(NC(=O)c2ccc3c(c2)N(Cc2ccccc2)C(=O)c2ccccc2S3=O)CC1 (configuration not stated)
  1.2%	-2.9%	-4.0%	-0.1%	20.7%	0.4%	0.0%
CCOC(=O)c1ccc(CN(Cc2ccc(C)cc2)S(=O)(=O)c2ccc(F)c(C(=O)Nc3ccc(C)c(F)c3)c2)cc1
  -3.8%	0.1%	4.7%	-2.7%	14.3%	-0.9%	-0.6%
CC(C)C(=O)Nc1ccc2nc(SCCOc3ccccc3)sc2c1
  5.8%	-1.8%	4.1%	2.0%	11.9%	-4.0%	0.0%
COc1cc(NS(=O)(=O)c2c(C(=O)N3CCCCC3)c(C)n(C)c2C)cc(OC)c1OC
  -15.5%	15.9%	-23.8%	-0.2%	-1.5%	-0.1%	-0.3%
Cc1ccc(CNC(=O)CCCN2C(=O)c3cccnc3Oc3ccc(Cl)cc32)cc1
  -14.6%	-6.5%	-12.8%	-9.6%	3.4%	-0.5%	1.3%
COC(=O)c1cc2sc(C)cc2n1Cc1ccccc1
  -7.1%	14.9%	-19.0%	-1.4%	-6.7%	0.5%	6.5%
Cc1ccc(-n2c(=O)c3oc4ccccc4c3n(CC(=O)Nc3ccc(F)c(Cl)c3)c2=O)cc1C
  -1.9%	10.4%	-12.0%	-4.6%	-20.1%	-0.2%	3.1%
CC(C)Cn1c(=O)c2sccc2n2c(CCCC(=O)NCc3ccccc3Cl)nnc12
  -8.3%	-6.2%	-4.8%	0.3%	-8.2%	-0.5%	-4.4%
COc1ccc(CNC(=O)CSCc2nc(-c3ccccc3F)oc2C)cc1
  -20.8%	-5.9%	-32.3%	-8.8%	-2.8%	-1.7%	8.4%
COC(=O)c1ccccc1NC(=O)Nc1cccc(OCc2cc(=O)n3cccc(C)c3n2)c1
  2.0%	-2.1%	0.4%	-0.3%	3.4%	0.3%	?
CCOC(=O)c1c(C)c(C(=O)NCc2ccc(OC)cc2)c(C)n1CC
  14.8%	-1.0%	0.4%	4.1%	2.8%	-2.1%	-6.3%
NC(=O)CSc1ncc2c(n1)-c1ccccc1N(Cc1cccc(F)c1)S2(=O)=O
  -17.0%	-1.8%	6.7%	-5.2%	-3.6%	-0.2%	-3.1%
CCOc1cccc(C2c3[nH]c4ccccc4c3CCN2C(=O)Cc2cccc(OCC)c2OCC)c1 (configuration not stated)
  2.2%	2.9%	?	-1.5%	16.2%	-1.6%	-2.5%
CCCCOc1ccc(C(=O)N/C(=C\c2ccc(Br)cc2)C(=O)NC2CCCCC2)cc1
  -0.1%	2.2%	-4.7%	2.6%	-5.4%	0.5%	0.3%
Cc1ccc2nc3c(cc(C#N)c(=O)n3-c3nnc(SCc4ccc(F)cc4)s3)c(=O)n2c1
  -19.6%	-2.2%	-3.9%	0.8%	-7.4%	-2.9%	1.1%
COc1ccc(-c2nc3ccc(NS(=O)(=O)c4ccccc4)cc3o2)cc1
  1.9%	-2.5%	?	0.7%	-2.2%	-4.6%	0.1%
CCCCCNC(=O)CCCCCn1c(=O)[nH]c2ccsc2c1=O
  -5.5%	13.6%	0.4%	-7.7%	0.8%	0.9%	0.0%

# Individual results from above.
# Cc1ccc2nc3c(cc(C#N)c(=O)n3-c3nnc(SCc4ccc(F)cc4)s3)c(=O)n2c1 – p53null 39C tox: -19.6%
# CCOC(=O)c1c(C)c(C(=O)NCc2ccc(OC)cc2)c(C)n1CC – B2AR arrestin ag: -2.1%
# Cc1ccc(CNC(=O)CCCN2C(=O)c3cccnc3Oc3ccc(Cl)cc32)cc1 – FH mod: -12.8%
# COc1ccc(-c2nc3ccc(NS(=O)(=O)c4ccccc4)cc3o2)cc1 – GALK inhibitor: 0.1%
# CCOc1cccc(C2c3[nH]c4ccccc4c3CCN2C(=O)Cc2cccc(OCC)c2OCC)c1 (configuration not stated) – NTMT1 inhibitor: 16.2%
# CCCCCNC(=O)CCCCCn1c(=O)[nH]c2ccsc2c1=O – B2AR arrestin ag: 0.9%
# NC(=O)CSc1ncc2c(n1)-c1ccccc1N(Cc1cccc(F)c1)S2(=O)=O – GALK inhibitor: -3.1%

# Next section
# Second line of a record: p53null 39C tox	p53null 32C tox	FH mod	PTAP-TSG101 blk	NTMT1 inhibitor	B2AR arrestin ag	GALK inhibitor
CCC(=O)Nc1ccc(Cl)c(-c2nc3ccccc3[nH]2)c1
  -3.6%	-9.7%	-2.0%	-1.7%	-1.6%	-1.9%	-4.8%
COc1ccccc1C1c2c(-c3ccc(Cl)cc3)n[nH]c2C(=O)N1c1ccc(C)cc1 (configuration not stated)
  ?	49.7%[activator]	?	-3.8%	16.1%	10.5%	5.7%
CN(Cc1ccccc1)C(=O)c1cn(C)c2ccc(S(=O)(=O)N3CCCCC3)cc2c1=O
  4.9%	-6.4%	4.8%	-7.4%	6.6%	-1.7%	-2.4%
Cc1oc(-c2cccc(Br)c2)nc1CN1CCC(C(=O)NCc2ccccc2)CC1
  -11.0%	-0.9%	-3.0%	-0.1%	9.7%	-1.5%	-0.2%
CCn1c(CNC(=O)C23CC4CC(CC(C4)C2)C3)nnc1SCC(=O)Nc1ccc(F)cc1
  -8.8%	-5.6%	-5.7%	-1.8%	?	1.2%	1.3%
Cc1ccc(NC(=O)C2CCCN2S(=O)(=O)c2ccc3nc(-c4ccccc4)[nH]c3c2)cc1C (configuration not stated)
  0.4%	11.4%	-26.2%	-17.0%	?	3.7%	0.7%
Cc1ccc2nc(N3CCN(c4ccccc4)CC3)c3nnnn3c2c1
  -2.7%	0.6%	nt	-1.4%	nt	-0.1%	1.3%
CCc1ccc(CNC(=O)C2COc3ccccc3C2)cc1 (configuration not stated)
  ?	-7.2%	16.0%	-3.5%	21.5%	-0.7%	0.1%
Cc1ccc(-c2nc(CS(=O)(=O)CC(=O)Nc3cc(C)ccc3C)c(C)o2)cc1
  1.7%	3.3%	-1.8%	-3.0%	-3.6%	-0.6%	-0.3%
Cc1ccc(CCNC(=O)c2ccc(Nc3nc4ccccc4n4nnnc34)cc2)cc1
  -27.3%	-6.3%	9.8%	0.4%	29.8%	-2.1%	1.1%
Cc1ccc(N2CCN(C(=O)C3CCN(S(=O)(=O)c4ccc5c(c4)oc(=O)n5C)CC3)CC2C)cc1 (configuration not stated)
  10.3%	1.3%	-4.1%	1.1%	-0.5%	0.8%	-1.5%
CC1CN(C(=O)N2CCC(C(=O)NCCCc3ccccc3)CC2)c2ccccc2O1 (configuration not stated)
  -8.3%	2.4%	-0.2%	0.4%	4.5%	0.2%	1.6%
Cc1ccc(C(=O)Oc2c(S(=O)(=O)c3ccccc3)c(C)nn2-c2ccccc2)cc1
  1.0%	-1.2%	-2.0%	0.8%	18.0%	1.0%	2.6%
CC1CCN(S(=O)(=O)c2ccc3nc(NCc4ccc(N(C)C)cc4)ccc3c2)CC1
  10.4%	-2.7%	-16.8%	-5.5%	?	0.0%	1.2%
CCCSc1nnc2n(-c3ccc(OC)cc3)c(=O)c3c4c(sc3n12)COC(C(C)C)C4 (configuration not stated)
  3.8%	5.7%	-2.9%	-3.1%	3.0%	1.0%	-11.8%
COc1ccc(C(=O)Nc2ccc3nc(N4CCCCC4)cc(C)c3c2)c(OC)c1
  -22.6%	5.3%	-2.6%	1.1%	-14.4%	-1.9%	5.4%
COC(=O)c1ccc(NS(=O)(=O)c2ccc3c(c2)n(C)c(=O)c(=O)n3C)cc1
  -9.3%	-2.8%	-4.8%	1.0%	19.3%	0.9%	0.0%
Cc1cc(OCC(=O)N(Cc2sccc2C)C2CCS(=O)(=O)C2)ccc1Cl (configuration not stated)
  -3.8%	15.6%	-15.9%	-4.2%	2.5%	0.0%	8.6%
CCOC(=O)c1c(C)[nH]c(C)c1S(=O)(=O)N(C)CC(=O)N1CCN(c2ccccc2)CC1
  -11.3%	1.2%	2.4%	-2.3%	2.1%	0.0%	3.8%
CCOc1ccc(-c2cc(C(=O)NCc3ccc(OC)cc3)c3c(-c4ccc(F)cc4)[nH]nc3n2)cc1
  14.7%	-2.1%	12.7%	2.4%	6.9%	0.5%	-1.9%
O=C(COCc1cc(-c2ccc(F)cc2)on1)Nc1cc(Cl)ccc1O
  -26.2%	-6.6%	6.6%	0.0%	6.6%	0.4%	0.0%
CCn1c(CN2CCCCC2)nc2cc(NC(=O)c3ccccc3[N+](=O)[O-])ccc21
  -18.0%	13.8%	-17.8%	-0.2%	8.7%	-3.8%	0.4%
COc1ccc(N2C(=O)CSC23C(=O)N(CC(=O)NCc2ccccc2)c2ccccc23)cc1 (configuration not stated)
  ?	2.7%	-9.2%	-3.1%	?	6.0%	2.1%
CCCN1CCN(CCCNC(=O)c2cc3c(=O)[nH]c4ccccc4c3s2)CC1
  -12.5%	15.4%	?	-4.4%	-29.8%	0.4%	-0.7%
COc1ccc(Nc2c3c(nc4ccc(NC(=O)c5ccc(F)cc5)cc24)CCCC3)cc1OC
  -21.9%	?	-16.7%	0.1%	-6.3%	-1.9%	-9.5%
COc1cc(/C=C(\C#N)c2nc3ccccc3[nH]2)ccc1OCc1cccc(C(F)(F)F)c1
  ?	?	-16.3%	1.3%	?	0.6%	7.5%
CCOc1ccc(CNC(=O)c2cc3cc(S(=O)(=O)N4CCCCC4)ccc3n2C)cc1
  9.2%	7.6%	-12.4%	0.6%	1.3%	-0.8%	-0.8%
CC(C)(C)C1CCc2c(sc(NC(=O)C3c4ccccc4Oc4ccccc43)c2C(N)=O)C1 (configuration not stated)
  2.1%	-1.7%	-9.4%	-2.0%	6.2%	0.0%	?

# Gathered by group, the entries above containing bromine
# Second line of a record: p53null 39C tox	p53null 32C tox	FH mod	PTAP-TSG101 blk	NTMT1 inhibitor	B2AR arrestin ag	GALK inhibitor
CCCCOc1ccc(C(=O)N/C(=C\c2ccc(Br)cc2)C(=O)NC2CCCCC2)cc1
  -0.1%	2.2%	-4.7%	2.6%	-5.4%	0.5%	0.3%
Cc1oc(-c2cccc(Br)c2)nc1CN1CCC(C(=O)NCc2ccccc2)CC1
  -11.0%	-0.9%	-3.0%	-0.1%	9.7%	-1.5%	-0.2%

# High-throughput results (PubChem)

# Not all compounds are listed; count on the stated rates, not on these rows.
